# Screens from PubChem.
# M5 antag: human M5 muscarinic receptor antagonists, primary screen, CHO cells, Fluo-8 calcium fluorescence; actives 0.59% (n = 360,000); inhibition, % at 3 µM; CHO-hM5 cells, ACh EC80; Muscarinic acetylcholine receptor M5 (Homo sapiens), P08912;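 active = inhibition above a per-plate cutoff, the mean of that plate's test compounds plus 3 SD, cut at about 27% in these data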;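 also: 0% = acetylcholine EC80 with DMSO and 100% = DMSO without agonist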
# Target sequence (P08912 whole entry, looked up): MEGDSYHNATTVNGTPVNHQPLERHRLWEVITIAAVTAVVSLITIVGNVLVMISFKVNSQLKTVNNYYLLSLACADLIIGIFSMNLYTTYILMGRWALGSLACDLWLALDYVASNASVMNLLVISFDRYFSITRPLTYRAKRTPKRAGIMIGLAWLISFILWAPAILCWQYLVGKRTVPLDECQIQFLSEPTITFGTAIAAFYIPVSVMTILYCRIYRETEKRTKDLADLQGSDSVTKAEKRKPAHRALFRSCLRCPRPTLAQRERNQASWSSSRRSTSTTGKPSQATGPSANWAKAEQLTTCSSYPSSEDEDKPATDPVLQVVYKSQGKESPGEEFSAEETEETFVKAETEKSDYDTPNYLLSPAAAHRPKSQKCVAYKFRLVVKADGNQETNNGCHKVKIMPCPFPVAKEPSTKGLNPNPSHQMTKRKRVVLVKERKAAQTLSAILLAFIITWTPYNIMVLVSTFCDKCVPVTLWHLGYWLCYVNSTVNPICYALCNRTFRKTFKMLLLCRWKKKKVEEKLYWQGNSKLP
# M1 ag parental: counter-screen for M1 agonists: effect in parental CHO-K1 cells; Fluo-8 calcium fluorescence; scaled to maximal ATP response, vehicle zero; actives 0.48% (n = 360,000); AID 602248, 2012; activation, % at 3 µM; in the data active = activation above about 15%;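 also: untransfected CHO-K1 host cells lacking M1 receptor as counterscreen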
# M4 PAM: human M4 muscarinic receptor positive allosteric modulators, primary screen, CHO-K1 cells, Fluo-8 calcium fluorescence. Muscarinic acetylcholine receptor M4 (Homo sapiens), P08173. CHO-K1 hM4/Gqi5, ACh EC20; 0% = ACh EC20, 100% = maximal ACh. activation, % at 3 µM. actives 0.4% (n = 360,000). AID 624126, 2012;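 active = activation above its plate's cutoff, the mean activation of sample wells plus 3 SD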; also: some results filed as inactive read as strong as hits
# Target sequence (P08173 whole entry, looked up): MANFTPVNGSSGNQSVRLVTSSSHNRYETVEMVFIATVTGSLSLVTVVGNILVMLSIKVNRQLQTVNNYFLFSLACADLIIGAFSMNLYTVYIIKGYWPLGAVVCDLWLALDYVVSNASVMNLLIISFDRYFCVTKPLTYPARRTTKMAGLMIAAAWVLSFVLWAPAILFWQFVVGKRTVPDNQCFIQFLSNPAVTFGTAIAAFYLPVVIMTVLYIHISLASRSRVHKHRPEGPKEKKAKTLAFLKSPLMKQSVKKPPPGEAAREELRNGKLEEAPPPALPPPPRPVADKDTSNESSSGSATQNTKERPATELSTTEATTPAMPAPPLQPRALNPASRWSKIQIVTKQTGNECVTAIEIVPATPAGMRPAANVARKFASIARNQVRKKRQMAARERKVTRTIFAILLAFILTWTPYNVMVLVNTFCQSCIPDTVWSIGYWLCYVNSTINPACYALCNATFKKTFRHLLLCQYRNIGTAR
# CHO-K1 Ca antag: M1 antagonist counterscreen hit in parental CHO-K1 cells; ATP-induced calcium, Fluo-8 fluorescence; inhibition, % at 3 µM; actives 0.6% (n = 360,000);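 active = inhibition above a per-plate cutoff, the plate's mean sample inhibition plus 3 SD, cut at about 24% in these data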;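 also: 0% = DMSO plus EC80 ATP and 100% = DMSO alone without ATP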
# CHRM5 PAM: human M5 muscarinic receptor positive allosteric modulators, primary screen, CHO-K1 cells, Fluo-8 calcium fluorescence. CHO-K1 hM5, ACh EC20 PAM; 0% = ACh EC20, 100% = ACh EC100. actives 0.3% (n = 360,000). AID 624038, 2012. activation, % at 3 µM. Muscarinic acetylcholine receptor M5 (Homo sapiens), P08912;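 active = activation above the run cutoff, the mean activation of all test compounds plus 3 SD, cut at about 18% in these data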
#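 Assay system: CHO-K1 hM5 cells / Incubation: Fluo-8 loading 80 min at 37 °C plus 30 min room temperature / Technique: Fluo-8 calcium dye fluorescence, kinetic read / Repeats: single replicate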
# CHRM5 agonist: human M5 muscarinic receptor agonists, primary screen, CHO-K1 cells, Fluo-8 calcium fluorescence | Muscarinic acetylcholine receptor M5 (Homo sapiens), P08912 | CHO-K1 hM5 cells; 0% DMSO wells, 100% maximal acetylcholine response | activation, % at 3 µM | actives 0.19% (n = 360,000);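 active = activation above the run's mean over test compounds plus 3 SD, cut at about 23% in these data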;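 also: signal is peak over basal fluorescence ratio across the kinetic read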
# M4 antag: human M4 muscarinic receptor antagonists, primary screen, CHO cells, Fluo-8 calcium fluorescence. Muscarinic acetylcholine receptor M4 (Homo sapiens), P08173. CHO-hM4 cells, ACh EC80. inhibition, % at 3 µM. actives 0.73% (n = 360,000). AID 624125, 2012;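 active = inhibition above its plate's cutoff, the mean inhibition of sample wells plus 3 SD, cut at about 27% in these data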;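 also: 0% = acetylcholine EC80 with DMSO and 100% = DMSO without agonist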
# M1 PAM parental: nonselective calcium activators in parental CHO-K1 cells, primary screen, counter-screen for M1 PAM project, cell-based, Fluo-8 calcium fluorescence, full deck, 1536-well; ATP EC20; 0% at ATP EC20, 100% at ATP max; activation, % at 3 µM; actives 0.02% (n = 360,000); AID 602247, 2012;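 active = activation above the run cutoff, the mean activation of all test compounds plus 3 SD, cut at about 40% in these data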;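 also: peak over basal fluorescence ratio in a 140 s read after ATP addition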
# CHRM4 agonist: human M4 muscarinic receptor agonists, primary screen, CHO-K1 cells, Fluo-8 calcium fluorescence. activation, % at 3 µM. Muscarinic acetylcholine receptor M4 (Homo sapiens), P08173. CHO-K1 hM4/Gqi5; vehicle 0%, full acetylcholine response 100%. actives 0.14% (n = 360,000);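 active = activation above the run mean over all test wells plus 3 SD, cut at about 32% in these data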;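 also: peak over basal fluorescence ratio per well then scaled between controls; 0% = DMSO wells and 100% = acetylcholine at EC100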
# * marks the source's active call; other numbers are inactive results.
SMILES,M5 antag,M1 ag parental,M4 PAM,CHO-K1 Ca antag,CHRM5 PAM,CHRM5 agonist,M4 antag,M1 PAM parental,CHRM4 agonist
Cc1sc2nc(-c3ccccn3)[nH]c(=O)c2c1-c1ccccc1,5,5.5,-3,-21,-2,1,3,30,4
COc1ccc(C2NC(=O)c3sc(=S)n(-c4ccccc4)c3N2)cc1 (centres undefined),4,-0.1,1,5,3,1,8,2,1
CC(C)(C)NC(=O)CSc1nc2scc(-c3ccccc3)c2c(=O)[nH]1,5,1.8,-16,5,-11,3,-1,-5,6
CC(C)C[C@@H](CN1CCC[C@H]1CN1C(=O)C(=O)NC[C@@H]1Cc1ccccc1)N1C[C@H](Cc2ccc(O)cc2)N(CCc2ccccc2)C(=O)C1=O,-3,-0.1,20,5,-2,-1,-4,-8,0
O=C(NCCCO)/C(=C/c1ccco1)NC(=O)c1ccc(Br)o1,-7,0.1,1,-6,3,1,-12,19,1
CCOc1ccc(NC(=O)CN(C)C(=O)Cn2c(=O)cnc3ccccc32)cc1OCC,9,0.4,2,-17,-5,-1,1,26,1
O=S(=O)(Nc1ccccc1Cl)c1ccc2[nH]c(=S)oc2c1,13,0.3,4,-5,-8,1,-8,-6,1
Cc1c(C)n(C)c2ccc(C(=O)NCCCN3CCN(c4ccc(F)cc4)CC3)cc12,20,-0.3,-7,-5,-5,-8,-3,-7,1
CCOC(=O)[C@]12CCCC=C1N(Cc1ccco1)C(=O)[C@H](CC(=O)NCCc1ccccc1OC)C2,5,0.6,2,-7,1,-2,-8,7,1
COc1ccc(S(=O)(=O)N(CC(=O)NC(C)C)Cc2ccccc2)cc1,6,0.1,4,-13,-4,1,-9,15,1
CNc1c([N+](=O)[O-])ncn1C,5,-0.3,-1,-6,1,0,6,5,-1
O=C(Nc1cc(=O)[nH]c2ncnn12)c1ccccc1F,-8,0.4,3,-12,5,1,-1,9,0
Cc1cc(NC(=O)COC(=O)CCNS(=O)(=O)c2c(Cl)cccc2Cl)no1,-2,-0.1,14,3,-4,-6,-16,7,2
COc1ccccc1NC(=O)CSc1nnc(-c2ccc(NC(C)=O)cc2)n1C,0,0.3,0,-11,-2,-3,0,24,0
CC(=O)NCC(=O)N(C)C(C(=O)Nc1ccc2c(c1)OCCO2)c1ccccc1 (centres undefined),4,0.4,17*,5,1,0,-11,6,3
CCN1C(=O)[C@@H]2[C@@H](c3ccc(-c4ccc(OC)cc4)c(OC)c3)N3CCCC[C@@]3(C(=O)OC)[C@@H]2C1=O,5,-0.3,2,-1,0,-1,13,-11,1
CN(C)C(=O)N1CCCC(C(=O)NCc2ccccc2)C1 (centres undefined),-2,0.0,2,5,2,2,6,-7,3
Cc1nn2cc(-c3ccc(-c4ccccc4)cc3)nc2s1,3,0.4,7,-8,-6,3,-3,9,3
C=CCNc1cc(=O)n(Cc2ccccc2)c(=O)[nH]1,-6,0.3,8,7,18,5,-11,-11,1
O=C(CN(Cc1ccccc1)S(=O)(=O)c1ccc(F)cc1)NCc1ccncc1,8,1.7,-3,0,-3,-2,-19,4,4
O=C(NNC(=O)C1CCN(Cc2ccc(Cl)c(Cl)c2)CC1)c1cccs1,10,1.2,0,-15,0,0,3,10,3
O=C(OCC(=O)N1CCN(C(=O)c2ccco2)CC1)C1=COCCO1,-9,0.5,8,0,5,1,1,1,2
CC1CCN(C(=O)c2ccc(-n3cnnn3)cc2)CC1,-8,0.4,-9,-5,-1,-3,-4,4,0
C/C(=C/c1ccccc1)C(=O)N1CCN(c2ccccc2)CC1,-6,-0.3,0,-7,4,3,-7,2,1
CC(=O)NC(CCS(C)(=O)=O)C(=O)Nc1ccc(Cl)c(Cl)c1 (centres undefined),8,0.1,1,7,-6,3,-1,-2,1
Cc1nc(-c2ccc(-n3nncc3-c3ccco3)cc2)cs1,8,2.2,3,-12,-3,-3,2,11,1
COC(=O)c1ccc(CC(=O)c2c(C)cc(O)cc2O)o1,-11,-0.6,7,14,-6,1,2,-5,0
Cc1cccc(NC(=O)CSCC(=O)Nc2cccc3ncccc23)c1,1,1.6,3,-1,1,3,9,4,2
CC(C)c1ccc(-c2nnc(SCC(=O)NC3CC3)n2C)cc1,14,1.5,-4,-13,30*,2,10,20,1
O=C(Cn1nnc(-c2ccccc2)n1)N/N=C/c1cc([N+](=O)[O-])c(Cl)cc1Cl,-4,-0.7,3,17,7,-2,-3,-14,1
O=C(NN=C(c1ccccc1)c1ccccn1)c1ccccc1,5,-0.3,2,-1,-6,-2,-2,11,1
Cc1onc(-c2c(F)cccc2Cl)c1C(=O)N(C)CCc1ccccn1,12,0.3,-1,-3,-2,-4,-7,2,1
O=C(Cn1ccc(C(F)(F)F)n1)Nc1ccc(S(=O)(=O)NCc2ccco2)cc1,-3,1.0,-2,-3,-5,2,-8,12,3
CSCCNCc1cn(-c2ccc(F)cc2F)nc1-c1ccccc1C,0,1.5,-6,-14,-3,3,-5,14,2
O=C(Nc1cccc2ccccc12)c1ccccc1,-5,0.2,1,-5,-1,-5,3,-4,1
COc1ccc2cc3cc(C(=O)NCCN4CCN(Cc5ccccc5)CC4)oc3nc2c1,-4,-0.4,12,-6,-7,-13,1,3,3
Cc1ccc(S(=O)(=O)CCC(=O)OCC(=O)c2cc(C)ccc2C)cc1,4,0.7,2,5,-2,1,-3,6,3
CCc1cc([N+](=O)[O-])cc(CC)c1N,-3,-0.3,7,-5,-1,-6,-1,11,1
Cc1cc(OCC(=O)OCC(=O)NCCN2C(=O)CSC2=O)ccc1Cl,5,2.4,-4,-14,11,1,8,11,2
O=C(O)CSc1nnnn1-c1ccc2c(c1)OCCO2,-3,0.3,7,5,4,-1,4,4,1
Cc1ccc(SC[C@H](Cc2ccccc2)N2CCN(C)CCC2=O)cc1,12,2.5,7,-19,6,-6,2,27,2
CCOc1ccc(N(CC(=O)Nc2ccccc2F)S(=O)(=O)c2c(C)[nH]c(=O)[nH]c2=O)cc1,12,0.0,5,9,-1,-3,-2,14,0
CCOc1ccc(-c2nnn(CC(=O)N3CCCC(C)C3)n2)cc1 (centres undefined),4,1.2,0,5,-3,-1,-1,-7,4
COCC(C)NC(=O)Cn1c(SCc2ccccc2)nc2ccccc21 (centres undefined),7,0.8,4,-8,-2,-2,-3,-2,1
O=C(NCc1cccnc1)C(=O)NCC(c1ccco1)N1CCN(c2ccc(F)cc2)CC1 (centres undefined),2,4.2,5,5,-5,6,1,-8,4
Cc1onc(-c2ccccc2Cl)c1C(=O)Nc1cccc2cccnc12,-6,0.7,0,-15,-3,-4,-4,28,-2
FC(F)(F)c1cccc(Cc2noc(CN3CCCC(CN4CCCC4)C3)n2)c1 (centres undefined),6,0.3,-9,-13,-7,-17,10,21,0
C#CC(=O)CCC1CCCN1C(=O)OC(C)(C)C (centres undefined),10,0.5,-6,-13,3,2,-4,16,4
COc1ccc(C)cc1NC(=O)CSc1nnc(-c2cc3cccc(OC)c3o2)n1N,4,0.3,5,-1,0,-2,-17,3,8
Cc1ccc(NC(=O)CSc2nnc(CNC(=O)C34CC5CC(CC(C5)C3)C4)n2-c2ccc(F)cc2)cc1,21,0.0,8,-7,-5,0,-2,24,5
Cc1ccc(NS(=O)(=O)c2c(C)[nH]c(C)c2C(=O)N2CCCCC2)cc1F,6,0.1,-11,-4,-3,-4,5,-16,1
CN(C(=O)c1ccccc1F)C(c1ccccc1)c1ccccc1,2,0.9,-9,-14,-3,-5,7,7,5
CCCCCCCNC(=O)c1cc(-c2ccncc2)nc2ccccc12,7,3.1,-1,-1,-8,-7,0,18,8
CCn1cc(C(=O)N2CCCC2)c(=O)c2cc(S(=O)(=O)N3CC(C)CC(C)C3)ccc21 (centres undefined),17,1.1,4,-7,-2,-1,7,-1,0
Cc1ccc(C)c(NCC(=O)NNC(=S)Nc2ccccc2)c1,2,0.2,-6,0,8,1,9,12,1
Cc1ccc(S(=O)(=O)n2ccc(-c3cccc(OCc4c(F)cccc4Cl)c3)n2)cc1,6,0.0,13,4,-2,-1,-7,3,0
COc1ccc(/C=N/n2cncn2)cc1COc1ccc(NC(C)=O)cc1,1,0.1,-1,1,-3,-4,9,11,1
CCOc1ccccc1NC(=O)NCc1cccnc1,11,0.0,-11,-10,-5,-3,3,4,0
Cc1cc(C)c2c(=O)[nH]c(SCC(=O)c3ccc(C(C)C)cc3)nc2n1,-6,0.6,-2,0,4,0,9,2,0
COc1ccc(C2C(C(=O)/C=C/c3ccco3)=C(O)C(=O)N2CCN2CCOCC2)cc1 (centres undefined),16,0.2,1,-10,-2,1,1,-5,0

# 3 entries already listed, ordered by the number in CHRM5 PAM, lowest first.
compound | M5 antag | M4 PAM | CHRM5 PAM | CHRM5 agonist | M4 antag | CHRM4 agonist
CCCCCCCNC(=O)c1cc(-c2ccncc2)nc2ccccc12 | 7 | -1 | -8 | -7 | 0 | 8
CCOc1ccccc1NC(=O)NCc1cccnc1 | 11 | -11 | -5 | -3 | 3 | 0
CN(C(=O)c1ccccc1F)C(c1ccccc1)c1ccccc1 | 2 | -9 | -3 | -5 | 7 | 5

# Other results.
SMILES,M5 antag,M1 ag parental,M4 PAM,CHO-K1 Ca antag,CHRM5 PAM,CHRM5 agonist,M4 antag,M1 PAM parental,CHRM4 agonist
O=[N+]([O-])c1ccc(-n2nnnc2-c2ccccc2)c([N+](=O)[O-])c1,-7,1.1,2,-10,2,-9,15,19,5
COc1ccc(CNC(=S)N/N=C/c2ccc(OC)c(OC)c2)cc1,-3,-0.1,-1,-2,2,-3,-15,9,1
CNC(=O)c1ccccc1-c1cn(C)c2ccccc2c1=O,14,1.8,-3,-4,-8,2,5,-6,7
COc1ccc(CNC(=O)C2Cc3c(-c4cccc(C(C)=O)c4)ccnc3O2)cc1OC (centres undefined),-5,2.5,-2,-4,-3,4,-16,5,7
O=C(COc1ccc(F)cc1F)NNC(=O)Nc1cccc([N+](=O)[O-])c1,-3,1.1,0,4,4,-4,1,6,2
COc1ccc(NC(=O)CN(C)S(=O)(=O)c2ccc3c(c2)n(C)c(=O)c(=O)n3C)cc1,6,-0.5,1,-5,2,-2,3,2,0
COc1ccccc1-n1c2c(cc(C(=O)N3CCC(C)CC3)c1=O)C(=O)CC(C)(C)C2,4,0.1,1,3,-1,1,-3,18,0
CCOC(=O)C1=C(C)NC2=C(C(=O)CCC2)C1c1cccs1 (centres undefined),-12,-0.2,3,-25,1,-5,-11,24,0
S=C(NCc1ccco1)Nc1ccc(N2CCOCC2)cc1,10,-0.1,-5,-1,-4,-2,9,10,0
O=C(CSc1nc(C(F)(F)F)cc(=O)[nH]1)Nc1ccc2c(c1)OCCO2,-1,-0.1,4,-3,1,3,3,-7,0
CC(C)C[C@H]1CNC(=O)C(=O)N1C[C@@H]1CCCN1C[C@H](Cc1ccccc1)N1C[C@H](Cc2ccccc2)N(CC2CCCCC2)C(=O)C1=O,3,0.2,-1,4,-11,2,-9,10,4
CCCCCCCCCCS(=O)(=O)N/N=C/c1ccc([N+](=O)[O-])cc1,-3,0.5,14,-21,3,0,1,-4,3
